OX1R antag-1 = OX1R (human) antagonism | O43613 | OX1R-expressing cells, FRET antagonist read-out | inhibition, % at 6.6 µM | hit rate 1.8% among 330,000 | AID 485270; in the data active means inhibition mostly above about 38%, no sharp cut-off; inactive means mostly below about 40%;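 further: 0% = agonist challenge alone and 100% = reference antagonist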
Target sequence (O43613 whole entry, looked up): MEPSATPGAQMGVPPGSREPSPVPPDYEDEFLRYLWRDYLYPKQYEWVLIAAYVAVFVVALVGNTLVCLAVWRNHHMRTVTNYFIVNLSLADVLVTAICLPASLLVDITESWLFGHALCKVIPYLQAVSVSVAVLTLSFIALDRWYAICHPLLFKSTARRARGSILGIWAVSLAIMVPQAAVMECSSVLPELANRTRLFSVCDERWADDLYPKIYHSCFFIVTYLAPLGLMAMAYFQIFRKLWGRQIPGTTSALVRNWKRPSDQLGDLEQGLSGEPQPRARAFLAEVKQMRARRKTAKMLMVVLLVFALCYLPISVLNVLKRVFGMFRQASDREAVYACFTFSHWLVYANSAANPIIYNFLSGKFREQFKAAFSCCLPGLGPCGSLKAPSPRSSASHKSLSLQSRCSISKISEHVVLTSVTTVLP
OX1R antag-2 = antagonists of human orexin 1 receptor; AID 434989; hit rate 0.43% among 330,000; O43613; CHO/OX1R cells, Fluo-8 calcium fluorescence, orexin A; inhibition, % at 5 µM;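 active means inhibition above its plate's threshold, mean inhibition of all tested compounds on the plate plus 3 SD, cut at about 37% in these data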;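 further: 0% = orexin A challenge wells and 100% = SB-334867-A antagonist wells; not every result past the cut was called active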
Numbers without * were called inactive.

Sequence of screens: OX1R antag-1, OX1R antag-2
1: CCc1ccc(NC(=O)C(C)OC(=O)C2CCC(=O)N2)cc1 (centres undefined)
→ 4, -5
2: CN1CCCN(C(=O)c2cc3c(s2)CCCC3)CC1
→ -5, -5
3: COc1ccc(OC)c(S(=O)(=O)N2Cc3ccccc3CC2C(=O)Nc2nccs2)c1 (centres undefined)
→ 67, 17
4: Cc1ccc(SCc2nc(N)nc(Nc3ccccc3C)n2)c(C)c1
→ 20, -24
5: CCCn1c(CNC(=O)Cc2ccccc2)nc2ccccc21
→ 3, -9
6: CCc1cccc(NC(=O)C2CC2c2ccccc2)c1 (centres undefined)
→ 7, -16
7: Cc1cc(C(=O)OCC(=O)Nc2ccc(F)c(F)c2)c(C)o1
→ 14, -20
8: CCOC(=O)c1c(NC(=O)CN(C)C)sc(C(=O)N(CC)CC)c1C
→ 5, -27
9: O=C(CC1C(=O)NCCN1Cc1c(F)cccc1Cl)NCCCn1cccn1 (centres undefined)
→ 5, -7
10: O=c1c2sc3ccccc3c2[nH]c(=S)n1CCN1CCOCC1
→ 0, -22
11: O=C(CCC(=O)n1ncc2ccccc21)N1CCCCC1
→ 6, -33
12: CC(C)NCC(O)(c1ccc(Cl)cc1)c1ccc(Cl)cc1
→ 16, -17
13: CCN(C[C@H]1N[C@@](Cc2ccccc2)(C(=O)OC)[C@H]2C(=O)N(C)C(=O)[C@@H]12)C(=O)COc1ccccc1
→ 23, -2
14: CCOc1cc(C(C(=O)NCC2CCCO2)N(C(=O)Cn2nnc3ccccc32)c2ccccc2OC)ccc1O (centres undefined)
→ 15, -11
15: O=C(Cn1c(=O)oc2cc(S(=O)(=O)N3CCCC3)ccc21)NCc1ccc(F)cc1
→ 13, 10
16: C=CCSc1nnc2c(n1)OC=Nc1ccccc1-2
→ 36, -8
17: O=C(NCCCN1CCOCC1)c1onc(CSc2ccccc2)c1C(=O)NCCCN1CCOCC1
→ 11, -15
18: Cc1ccc(S(=O)(=O)/C(C#N)=C/c2c(N3CCOCC3)nc3c(C)cccn3c2=O)cc1
→ 18, -10
19: CC(=O)Nc1ccc(S(=O)(=O)Nc2cccc(-n3c(C)nc4ccccc4c3=O)c2)cc1
→ 18, -15
20: CCOCCOC(=O)COc1ccc2c(=O)c(Oc3ccc(OC)cc3)coc2c1
→ 3, -10
21: CCn1c(SCc2ccccc2)nnc1-c1cccs1
→ 28, -8
22: COc1ccc(-c2cn3cc(C)ccc3n2)cc1Br
→ 45, -13
23: CCn1c(SCC(=O)NC2CCCc3ccccc32)nnc1-c1ccncc1 (centres undefined)
→ 3, -19
24: CCN(CC)C(=O)CSc1nc2sc3c(c2c(=O)n1-c1ccc(C)cc1)CC(C)(C)SC3
→ 18, -22
25: CN1/C(=C\C=C(C#N)C#N)C(C)(C)c2ccccc21
→ 16, -6
26: COc1ccc(/C=C/C(=O)Nc2ccc(N3CCOCC3)cc2)cc1
→ 18, -12
27: O=c1c2cnn(-c3ccccc3)c2nc(-c2ccco2)n1-c1ccccc1
→ 14, -19
28: CCn1c(=S)sc2c(=O)n(CC(=O)Nc3cc(OC)ccc3OC)c(C)nc21
→ 1, -6
29: CCOC(=O)C1=C(C)Nc2ncnn2C1c1ccc2c(c1)OCO2 (centres undefined)
→ 11, -15
30: Nc1n[nH]c(C2CC2)c1N=Nc1ccc(Cl)cc1
→ 16, -25
31: COCCn1c(SCC(=O)NCC2CCCO2)nc2c(c1=O)SC(C)C2 (centres undefined)
→ 0, -6
32: NC(=O)C1CCN(C(=O)c2ccc(CS(=O)(=O)c3c(Cl)cccc3Cl)o2)CC1
→ 9, -12
33: O=C(NNS(=O)(=O)c1ccccc1)c1cccs1
→ 11, 10
34: CC(=O)/C(=N/Nc1ccccc1Cl)Sc1nnc(C(O)c2ccccc2)n1-c1ccccc1 (centres undefined)
→ 22, -17
35: CCc1ccc(/C=C/c2c([N+](=O)[O-])c(=O)n(C)c(=O)n2C)cc1
→ 13, -21
36: COc1ccc(S(=O)(=O)N2CCCCC2)cc1NC(=O)CN(C)C1CCCCC1
→ -1, -40
37: Cc1cccn2c(CN(C)CC3Cc4ccccc4O3)c(C(=O)N3CCCCC3)nc12 (centres undefined)
→ 24, -22
38: O=C(CCN1C(=O)C2CC=C(Cl)CC2C1=O)Nc1ccccc1O (centres undefined)
→ 13, -9
39: C=CCn1c(O)c(N=NC(=O)c2ccccc2NS(=O)(=O)c2cccs2)c2ccccc21
→ 10, -7
40: CC(=O)c1ccc(OCCCC(=O)Nc2cccc(-c3nn[nH]n3)c2)cc1
→ 13, 1
41: Cc1nc(SCC(=O)c2c(N)n(C3CC3)c(=O)[nH]c2=O)[nH]c(=O)c1CCO
→ 0, -12
42: Cc1ccc(N=Cc2c(O)cc(C)oc2=O)c(C)c1
→ 2, -9
43: O=C(NC1CC1)c1ccc(NS(=O)(=O)c2ccc(F)cc2)cc1
→ 18, -14
44: CCN1CCCC1CNC(=O)CCc1nc(-c2ccc(C)cc2)no1 (centres undefined)
→ 9, -11
45: CCSc1ccc(-c2cccc([N+](=O)[O-])c2)nn1
→ 57, -13
46: COC(=O)COc1ccc2c(=O)c(-c3ccccc3)coc2c1
→ 5, -4
47: O=C(OCCN1C(=O)c2ccccc2C1=O)c1cnccn1
→ 19, -10
48: O=S(=O)(c1ccc(Cl)cc1)N1CCC(n2cccc2)CC1
→ 7, -14
49: O=C(COC(=O)c1cccc(S(=O)(=O)N2CCOCC2)c1)Nc1ncc(C(F)(F)F)cc1Cl
→ 6, -7
50: COc1ccccc1-c1nnc(SCC(=O)c2c(N)n(C3CC3)c(=O)[nH]c2=O)o1
→ 4, -15
51: Fc1ccc(/C=N/n2c(COc3ccccc3)n[nH]c2=S)cc1
→ -7, -8
52: COc1ccccc1NC(=O)C1CCCN(S(=O)(=O)c2ccc(-n3cnnn3)cc2)C1 (centres undefined)
→ 16, -13
53: O=C(O)CCNC(=O)c1ccc(NC(=O)C(c2ccccc2)c2ccccc2)cc1
→ -3, -18
54: CSc1ccccc1NC(=O)CCn1c(=O)oc2ccccc21
→ 1, -19
55: CN(C)c1ccc(NC(N)=S)cc1
→ 11, 3
56: CC(C)(C)c1ccc(C(=O)N2CCN(c3nc4ccccc4o3)CC2)cc1
→ 9, -24
57: Cc1ccc(NC2CCCN(C(=O)c3c(C)noc3C)C2)cc1C (centres undefined)
→ 11, -17
58: O=C1CCc2cc(S(=O)(=O)N3CCC(C(=O)NC4CCCc5ccccc54)CC3)ccc2N1 (centres undefined)
→ 7, -15
59: CC(C)CN1C(=O)c2ccc(C(=O)Nc3c[nH]c(=O)[nH]c3=O)cc2C1=O
→ 24, 15
60: CCOC(=O)CC(NC(=O)c1cc2cc(Br)ccc2oc1=O)c1cccc([N+](=O)[O-])c1 (centres undefined)
→ 11, -9

New compounds follow
No.	Compound	OX1R antag-1	OX1R antag-2
61	CC(=O)Nc1ccc(S(=O)(=O)NCCS(=O)(=O)N2CCN(c3ccccc3)CC2)cc1	10	-13
62	O=C(CN(c1ccccc1)S(=O)(=O)c1ccccc1[N+](=O)[O-])N1CCCC1	7	-10
63	Cc1ccc[n+](CC(=O)Nc2c(Cl)cc(Cl)cc2Cl)c1	18	2
64	CCOC(=O)C1CCN(Cc2ccc(OCc3ccccc3)c(OC)c2)CC1	12	-16
65	Cc1ccc(N2CC(C(=O)Nc3nnc(SCC(=O)Nc4nc(C)cs4)s3)CC2=O)cc1 (centres undefined)	3	-9
66	CC(Oc1cccc(F)c1)C(=O)/C=C\N(C)C (centres undefined)	15	-12
67	C=CCOc1c(Cl)cc(CNc2ccc(C)c(Cl)c2)cc1OC	10	-23
68	CCN(CC)S(=O)(=O)c1ccc(NC(=O)c2cc(-c3ccccc3)nc3ccccc23)cc1	1	-14
69	O=C(Cc1ccccc1[N+](=O)[O-])NCc1ccc2c(c1)OCO2	24	-21
70	S=c1[nH]nc(-c2cccnc2)o1	4	-7
71	O=C1CN(O)C=C2N=c3ccccc3=C2N1c1ccc([N+](=O)[O-])cc1	27	4
72	CCC(=O)Nc1cccc2c1C(=O)N(C)C2=O	28	-9
73	O=C(CN1C(=O)C2CCCCC2C1=O)OCn1nnc2ccccc2c1=O (centres undefined)	7	-5
74	CS(=O)(=O)N(CC(=O)N1CCOCC1)Cc1ccc(Cl)cc1	12	-25
75	O=C(COC(=O)/C=C/c1ccc(S(=O)(=O)N2CCc3ccccc32)cc1)NC1CCS(=O)(=O)C1 (centres undefined)	11	-20
76	O/N=C/c1ccccc1Oc1ccccc1	7	-13
77	COc1ccccc1OCCCCCCN1CCOCC1	24	-19
78	CCOc1ccc(NC(=O)NCCCSC2CCCCC2)cc1	8	-15
79	c1csc(-c2nc(-c3ccc(-c4ccon4)s3)no2)c1	40*	28
80	NC(=O)c1ccsc1NC(=O)COC(=O)C1CC2CCCC(C1)C2=O (centres undefined)	12	-27
81	O=C(COC(=O)c1ccccc1O)Nc1cc([N+](=O)[O-])ccc1Cl	4	3
82	COc1ccccc1NC(=O)C(CC(C)C)NC(=O)C1CCCCC1 (centres undefined)	20	-38
83	COc1cc(/C=N/NC(=O)CNC(=O)c2ccncc2)ccc1OC(C)=O	26	-13
84	CCOc1ccc(S(=O)(=O)NC(=O)c2ccccc2)cc1	12	-15
85	COc1ccc(NC2CCCN(C(=O)CCN3CCCC3=O)C2)cc1OC (centres undefined)	8	-1
86	CCOC(=O)CN1C(=O)N[C@@H](c2ccccc2)[C@@H](C(=O)OC)[C@H]1C	9	-7
87	Nc1cc(=O)[nH]c(SCc2cccc(Cl)c2)n1	8	-28
88	CC1CN(S(=O)(=O)c2cccc(C(=O)NCCCn3ccnc3)c2)CC(C)O1 (centres undefined)	4	-11
89	Cc1cc(/C([O-])=C(/C(=S)Nc2ccccc2)[n+]2ccccc2)c(C)n1-c1ccccc1	24	-16
90	CCSc1nc2ccccc2n1C(=O)/C=C\c1ccc(OC)c(OC)c1	14	-20
91	COc1ccc2c(=O)c3c(=O)n(Cc4ccco4)c(-c4ccc(C)cc4)nc3oc2c1	18	-29
92	Cc1cccc(-c2nc(CSCC(=O)N3CCN(c4ccccn4)CC3)c(C)o2)c1	45*	0
93	COCCNc1oc(Cc2cccc3ccccc23)nc1C#N	-13	-24
94	Cc1cccc(N2CCN(C(=O)c3cccc(N4CCCC4=O)c3)CC2)c1C	32	-26
95	Cc1ccc(S(=O)(=O)NCc2ccc(C(=O)NC3CC3)cc2)cc1	13	-11
96	O=C(Cc1c(O)c2ccccc2[nH]c1=O)NCc1ccccc1F	8	4
97	COc1ccc(-c2[nH]ncc2CN2CCN(c3ccccn3)CC2)c(OC)c1	9	-12
98	Cc1ccc(C2c3[nH]c4ccccc4c3C[C@H]3C(=O)N(c4ccccc4C(=O)N4CCC[C@@H]4C(=O)O)C(=O)N23)cc1 (some centres undefined)	13	-18
99	COC(=O)CCN(C(=O)C1C2CC3CC(C2)CC1C3)c1ccccn1 (centres undefined)	27	-15
100	CC(C)COc1cccc(C(=O)Nc2ccc(S(=O)(=O)N3CCOCC3)cc2)c1	13	-6
101	COc1ccc(C(=O)C2CCCN(S(=O)(=O)N(C)C)C2)c(C)c1 (centres undefined)	4	-33
102	O=C(COC(=O)/C=C/c1cccc(Br)c1)NC1CCCC1	15	-22
103	CCN(CC)CCNc1nc2c(c(=O)[nH]c(=O)n2C)n1CC(O)COc1ccc(Cl)cc1Cl (centres undefined)	-2	-13
104	O=C(O)c1ccc2c(=O)n3c(nc2c1)/C(=C/c1ccc(OC(F)F)cc1OC(F)F)CC3	0	-9
105	Cc1ccc(N2C(=O)C3C4C=CC(CNC(=S)N5CCN(c6ccccc6)CC5)(O4)C3C2=O)cc1 (centres undefined)	18	-20
106	Cc1ccc(S(=O)(=O)N2CCCCC2)cc1NC(=O)CSc1ncccn1	1	-23
107	Cc1ccccc1Oc1nc2c(c(=O)n(C)c(=O)n2C)n1C	5	-9
108	CCOc1ccccc1NC(=O)CN(c1ccc(C)cc1)S(=O)(=O)c1c(C)n[nH]c1C	16	-26
109	CSCC(=O)NC1CCCc2c1cnn2-c1ccc(C)c(C)c1 (centres undefined)	-1	-16
110	COCc1cc(=O)[nH]c(SCC(=O)N2CCOCC2)n1	0	7
111	Cc1ccc(S(=O)(=O)N2CCN(Cc3nc4sc5c(c4c(=O)[nH]3)CCCC5)CC2)cc1	7	-9
112	COc1ccc(NC(=O)CSc2nncn2C)cc1OC	18	-4
113	COc1cccc(CN2C(=NC(=O)CCC3CCCC3)SC3CS(=O)(=O)CC32)c1 (centres undefined)	18	-22
114	CC(C)c1cc(C(=O)Nc2cc(Br)ccc2O)no1	23	16
115	O=C(CCc1nc2ccccc2c(=O)[nH]1)NC1CCN(Cc2ccccc2)CC1	20	-15
116	CCOC(=O)N1CCC(N2CCN(Cc3ccc(F)c(F)c3)C(CCO)C2)CC1 (centres undefined)	-2	-1
117	O=C(Cn1cnc2ccccc2c1=O)NCCC(=O)Nc1ccc(F)cc1	1	-14
118	O=C(C1CCC(=O)N(C2CC2)C1)N1CCC(Oc2cccc(F)c2)CC1 (centres undefined)	13	-9
119	CCCCN(C(=O)C1CC(=O)N(c2ccc3c(c2)OCCO3)C1)c1c(N)n(CCC)c(=O)[nH]c1=O (centres undefined)	0	-8
120	COc1cc(NS(=O)(=O)c2ccc(C)cc2C)cc(OC)c1OC	28	30
121	Cc1csc(C)[n+]1CC(=O)c1ccccc1	6	-19

From PubChem
